Assay outcomes (PubChem BioAssay)
TRPC6 inh: mouse TRPC6 channel inhibition; Q61143; HEK293-TRPC6, membrane potential dye, ACh-evoked depolarization; active compounds read low; B-score at 10 µM; hit rate 1.1% among 310,000;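 active = B-score under library mean minus 3 SD, initial fluorescence not abnormally high, positive integrated signal ratio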;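 also: B-score derived from integrated fluorescence ratio over the kinetic read; more negative B-score means stronger inhibition of depolarization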
MrgX1 PAM: allosterically activates human MrgX1 receptor signaling. B-score at 10 µM. MrgX1-HEK293, Fluo-4 calcium flux, FDSS; active compounds read high. hit rate 0.63% among 310,000;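 active = plate-corrected calcium response at least 3 library SD above typical, normal starting fluorescence, not activating the receptor alone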;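 also: compound read alongside a low EC10 to EC30 dose of BAM8-22 agonist; peak minus trough fluorescence over baseline measured at the second addition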
Target sequence (Q96LB2 whole entry, looked up): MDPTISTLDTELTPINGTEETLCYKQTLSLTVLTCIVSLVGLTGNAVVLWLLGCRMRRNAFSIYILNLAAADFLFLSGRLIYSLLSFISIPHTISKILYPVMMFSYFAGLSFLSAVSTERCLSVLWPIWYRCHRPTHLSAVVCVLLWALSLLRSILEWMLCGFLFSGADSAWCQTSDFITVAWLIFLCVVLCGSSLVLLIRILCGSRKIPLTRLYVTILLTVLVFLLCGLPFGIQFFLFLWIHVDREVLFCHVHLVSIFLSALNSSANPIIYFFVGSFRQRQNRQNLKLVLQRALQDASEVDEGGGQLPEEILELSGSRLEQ
ANO1 block: inhibitors of mouse TMEM16A calcium-activated chloride channel; Q8BHY3; HEK293 TMEM16A/YFP iodide influx fluorescence, ionomycin; normalized B-score (activity score, 25-100; higher = stronger inhibition) at 10 µM; hit rate 1.2% among 310,000;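 active = ratio plate-corrected score three or more library SD toward inhibition, starting fluorescence score within five deviations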;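 also: score derived from kinetic fluorescence span divided by baseline fluorescence per well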
ANO1 activ: activators or potentiators of mouse TMEM16A chloride channel. Q8BHY3. HEK293 TMEM16A/YFP-H148Q/I152L, iodide quench fluorescence; active compounds read low. B-score at 10 µM. hit rate 0.3% among 340,000;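 active = fluorescence-ratio B-score plate-corrected deviation score at least 3 library SD below zero, with starting fluorescence score within 5 deviations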;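 also: channel opened by trigger with iodide after compound preincubation; score built on the fluorescence ratio of max minus min over baseline; more negative score means more quench and so TMEM16A activation or potentiation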
TRPC6 activator: activates the mouse TRPC6 cation channel; hit rate 0.13% among 310,000; B-score at 10 µM; AID 2550; HEK293-TRPC6 membrane potential dye fluorescence; active compounds read high;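 active = B-score of the integrated fluorescence ratio above library mean plus 3 SD, and starting fluorescence ratio within library mean plus 5 SD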;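 also: higher score means more depolarization so channel activation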
RGS4 block: inhibitors of human RGS4; HEK293 M3R/RGS4 inducible, Fluo-4 calcium flux; active compounds read high; triggered by carbachol at its EC20; B-score at 10 µM; P49798; hit rate 0.45% among 310,000;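 active = B-score, a plate-corrected calcium signal, over three deviations above library mean, with baseline fluorescence within five deviations of library mean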;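 also: RGS4 expression induced by doxycycline in cells with stable M3 receptor; B-score is computed from the integrated fluorescence ratio over baseline after carbachol; higher B-score means a larger calcium signal and so more RGS4 inhibition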
Target sequence (P49798 whole entry, looked up): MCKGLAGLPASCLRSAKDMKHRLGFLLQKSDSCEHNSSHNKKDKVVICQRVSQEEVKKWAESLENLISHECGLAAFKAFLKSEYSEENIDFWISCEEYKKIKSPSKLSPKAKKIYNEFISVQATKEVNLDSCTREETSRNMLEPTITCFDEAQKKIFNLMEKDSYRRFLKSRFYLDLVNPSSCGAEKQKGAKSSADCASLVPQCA
SKKanGAS inh: inhibitors of SKKanGAS S. pyogenes growth in kanamycin (SK-promoter or general growth effect); BacTiter-Glo, 6 h; inhibition, % at 7.5 µM; hit rate 1.3% among 300,000; AID 1662;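 active = mean replicate score, as percent of positive control median, at least 50; inconclusive = mean below 50 but one replicate at or above 50; inactive = mean and every replicate below 50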;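 also: strain carries kanamycin resistance gene driven by streptokinase promoter and grows in 40 µg/ml kanamycin; loss of luminescence reflects streptokinase promoter inhibition or plain growth inhibition; 0% = median of DMSO wells and 100% = positive control at its reference dose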
MrgX1 ag: agonists of human MrgX1 receptor; Q96LB2; MrgX1-HEK293 cells, Fluo-4 calcium fluorescence, agonist mode; active compounds read high; B-score at 10 µM; hit rate 0.44% among 310,000;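 active = calcium response B-score plate-corrected fluorescence ratio at least 3 library SD, with starting fluorescence B-score inside 5 SD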
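Test system: HEK293 cells stably expressing human MrgX1 receptor; amount: 15,000 cells per well; doses: compound delivered in addition one of three; times: overnight plating before 1 h dye loading; detection: Fluo-4 NW calcium-flux fluorescence, kinetic read; read-out basis: B-scored fluorescence response ratio; controls: positive and negative controls per plate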
RGS4 act: potentiators or activators of RGS4 | HEK293 M3R/inducible RGS4, carbachol calcium flux Fluo4; active compounds read low | B-score at 10 µM | hit rate 0.92% among 310,000 | AID 463111;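 active = B-score of the integrated calcium signal more than 4 SD below the library mean, with starting fluorescence not abnormally high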;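 also: negative B-score means reduced calcium response which marks RGS4 activation or potentiation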
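Test system: HEK293 cells with stable M3R and inducible RGS4; also added: carbachol at ECmax as muscarinic agonist stimulus; schedule: dye loading 30 min 37 °C, buffer rest 30 min RT; technique: kinetic calcium fluorescence imaging with Fluo4-AM dye, 2 µM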
HDAC3 inh: blocks human histone deacetylase 3. O15379. inhibition, % at 8.3 µM. hit rate 0.15% among 320,000. AID 2718. recombinant HDAC3, fluorogenic peptide/trypsin coupled, fluorescence; in the data active = inhibition above about 26%, passing the limit was not always enough; inconclusive = no clear call, values can overlap the other calls
Target sequence (O15379 whole entry, looked up): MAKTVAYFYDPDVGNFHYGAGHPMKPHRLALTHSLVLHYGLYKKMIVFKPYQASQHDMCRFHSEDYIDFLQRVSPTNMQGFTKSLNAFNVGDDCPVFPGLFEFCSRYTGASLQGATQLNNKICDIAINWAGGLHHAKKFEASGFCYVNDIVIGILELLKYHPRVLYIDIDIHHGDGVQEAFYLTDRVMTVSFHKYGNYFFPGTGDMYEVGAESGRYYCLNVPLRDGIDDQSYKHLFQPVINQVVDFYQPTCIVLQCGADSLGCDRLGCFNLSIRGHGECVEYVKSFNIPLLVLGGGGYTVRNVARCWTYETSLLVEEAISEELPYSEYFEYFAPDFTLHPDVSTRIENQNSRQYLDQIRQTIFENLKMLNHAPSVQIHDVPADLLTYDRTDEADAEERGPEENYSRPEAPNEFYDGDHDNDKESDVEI
MrgX1 antagonist: blocks BAM8-22 activation of human MrgX1 receptor. Q96LB2. MRGX1-HEK293 calcium flux, Fluo-4, BAM8-22 antagonism; active compounds read low. B-score at 10 µM. hit rate 1.3% among 310,000;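 active = calcium-response B-score plate-corrected more than 3 library SD below zero, starting fluorescence within 5 deviations, no agonist response on first addition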;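 also: peak minus trough fluorescence over baseline after final BAM8-22 challenge near maximal dose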
* marks the source's active call; other numbers are inactive results; i = inactive; u = inconclusive; x = not tested or not shown.

SMILES	TRPC6 inh	MrgX1 PAM	ANO1 block	ANO1 activ	TRPC6 activator	RGS4 block	SKKanGAS inh	MrgX1 ag	RGS4 act	HDAC3 inh	MrgX1 antagonist
O=C(/C=C/c1ccccc1Cl)NCCCn1ccnc1	i	i	i	i	i	i	0	i	i	0	i
CCOC(=O)c1sc(=S)n(-c2ccc(C)cc2)c1N	i	i	i	i	i	i	0	i	i	16	i
COc1ccc(-n2nnnc2SCC(=O)Nc2ccccc2N2CCOCC2)cc1	i	i	i	i	i	i	-20	i	i	8	i
O=C(NCc1cccs1)C1CC(=O)N(C2CCCC2)C1 (stereo not drawn)	i	i	i	i	i	i	-3	i	i	6	i
CCOCCn1c(CN2CCN(C(=O)c3ccco3)CC2)nc2c1c(=O)n(C)c(=O)n2C	i	i	i	i	i	i	-1	i	i	0	i
O=C(CN1CCN(Cc2ccccc2F)C1=O)NCCN1CCOCC1	i	i	i	i	i	i	-5	i	i	3	i
O=C(CCc1ccccc1)NN1C(=O)C2C3C=CC(O3)C2C1=O (stereo not drawn)	i	i	i	i	i	i	5	i	i	-3	i
Cc1ccc(CN2CCN(/N=C/c3cccnc3)CC2)cc1	i	i	i	i	i	i	0	i	i	4	i
O=C1/C(=C/c2ccccc2F)SC(=S)N1CCC(=O)N1CCCCC1CCO (stereo not drawn)	i	i	i	i	i	i	1	i	i	8	i
O=c1[nH]ncc(N/N=C\c2cccs2)c1Cl	i	i	i	i	i	i	x	i	i	24	i
Cc1ccc(C)c2[nH]c(=O)c(CN(Cc3nnnn3C3CCCCC3)CC3CCCO3)cc12 (stereo not drawn)	i	i	i	i	i	i	12	i	i	4	i
COc1cccc(CN(CC2CCCO2)S(=O)(=O)c2ccc(S(=O)(=O)N(C)C)cc2)c1 (stereo not drawn)	i	i	i	i	i	i	-11	i	i	-4	i
C#CCN1C(C)=C(C(=O)OC)C(c2cccc([N+](=O)[O-])c2)C(C(=O)OCC)=C1C (stereo not drawn)	x	i	i	i	x	x	x	i	x	-1	i
CN(CCO)c1cc(N2CCC3(CC2)OCCO3)c2nonc2c1[N+](=O)[O-]	i	i	i	i	i	i	0	i	i	x	i
COCCn1c(Cc2ccccc2)nnc1SCC(=O)NC(C)(C)C	i	i	i	i	i	i	-7	i	i	-2	i
Cc1cc(Cl)c(OCCn2ccnc2)c(Br)c1	i	i	i	i	i	i	7	i	i	0	i
O=C(CSc1nc(-c2ccccc2)cs1)Nc1ccccc1[N+](=O)[O-]	i	i	i	i	i	i	21	i	i	-6	i
COC(=O)C1=C(CSc2nc3c(cc2C#N)CN(C)CC3)OC(N)=C(C#N)C1c1ccc(F)cc1 (stereo not drawn)	i	i	i	i	i	i	1	i	i	19	i
Cc1ccc(C)c(N2CCN(C(=O)CCCN3C(=S)NC(C)(C)CC3C)CC2)c1 (stereo not drawn)	i	i	i	i	i	i	3	i	i	4	-4.6*
CCOc1ccccc1CN1CCN(Cc2cccc3c2OCO3)CC1CCO (stereo not drawn)	i	i	i	i	i	i	10	i	i	-2	i
CC1=C(C(=O)Nc2cccc(C)n2)C(c2ccc3c(c2)OCO3)C2=C(CC(c3ccco3)CC2=O)N1 (stereo not drawn)	i	x	x	i	i	i	6	x	i	x	x
CC1=C(C#N)C(Nc2ccc(Cl)cn2)(C(F)(F)F)C(=O)N1 (stereo not drawn)	i	i	i	i	i	i	4	i	i	3	i
CCO[C@H]1OC(C(N)=O)=C[C@@H](c2ccccc2)[C@@H]1CCCO	i	i	i	i	i	i	4	i	i	2	i
O=C(CSc1ncnc2c1oc1ccccc12)c1cccs1	i	i	i	i	i	i	27	i	i	2	i
CSc1ncccc1C(=O)OCC(=O)NC(N)=O	i	i	i	i	i	i	-9	i	i	0	i

Brought forward from above: 2 compounds; new compounds follow.
SMILES	TRPC6 inh	MrgX1 PAM	ANO1 block	ANO1 activ	TRPC6 activator	RGS4 block	SKKanGAS inh	MrgX1 ag	RGS4 act	HDAC3 inh	MrgX1 antagonist
O=C(CSc1ncnc2c1oc1ccccc12)c1cccs1	i	i	i	i	i	i	27	i	i	2	i
CSc1ncccc1C(=O)OCC(=O)NC(N)=O	i	i	i	i	i	i	-9	i	i	0	i
Cc1ccc([N+](=O)[O-])cc1N(CC(=O)NCC1CCCO1)S(C)(=O)=O (stereo not drawn)	i	i	i	i	i	i	6	i	i	2	i
CCCCNC(=S)NCCN1CCN(C(=S)NCCCC)CC1	i	i	i	i	i	i	4	i	i	4	i
Cc1cccc(CSC2=NCCN2S(=O)(=O)c2ccc(F)cc2)c1	i	i	i	i	i	i	u	i	i	1	i
Cc1ccc(NC(=O)COC(=O)Cc2c(F)cccc2Cl)cc1S(=O)(=O)N1CCOCC1	i	i	i	i	i	i	-4	i	i	2	i
Cc1nnc(Nc2ccc(F)cc2)c2ccccc12	i	i	i	i	i	i	8	i	i	0	i
CC(C)c1ccc(NC(=O)CCNS(=O)(=O)c2ccc3[nH]c(=O)oc3c2)cc1	i	i	i	i	i	i	-12	i	i	-2	i
N#CCc1nc2ccc(S(=O)(=O)N3CCOCC3)cc2s1	i	i	i	i	i	i	2	i	i	1	i
C=CCNC(=O)c1onc(CSc2cc(C)cc(C)c2)c1C(=O)NCC=C	i	i	i	i	i	i	2	i	i	4	i
O=C1c2cccc3cccc(c23)C(=O)N1Cc1ccccc1	i	i	i	i	i	i	10	i	i	-18	i
CCN1CCN(C(=O)C2(NC(=O)Nc3cccc(F)c3)CCCCC2)CC1	i	i	i	i	i	i	3	i	i	5	i
CCOC(=O)C1CCN(C(=O)COc2cc(C)c(Br)c(C)c2)CC1	i	i	i	i	i	i	8	i	i	4	i
O=C(NCCCN1CCCC1)Nc1ccccc1[N+](=O)[O-]	i	i	i	i	i	i	2	i	i	-2	i
COc1cccc(COC(=O)CCNC(=O)c2ccc(Br)cc2)c1OC	i	i	i	i	i	i	1	i	i	7	i
CCCc1cc(=O)[nH]c(SCc2cc(C(=O)OC)c(C)o2)n1	i	i	i	i	i	i	-2	i	i	5	i
COc1ccc(C)cc1NC(=O)CN1CCN(C/C=C/c2ccccc2)CC1	i	i	i	i	i	i	11	i	i	4	i
O=C(Nc1c2c(nn1-c1ccccc1)CS(=O)(=O)C2)c1ccc2c(c1)OCO2	i	i	i	i	i	i	2	i	i	-6	i
Nc1nc(Nc2ccc(Cl)cc2)nc(NCCO)c1[N+](=O)[O-]	i	i	i	i	i	i	8	i	i	4	i
CC1CCN(Cc2c(C(=O)N/N=C/c3cc(Br)ccc3O)nnn2-c2nonc2N)CC1	i	i	i	i	i	i	80*	i	i	-3	i
C=CCn1cc(C(=O)N2CCN(c3ccccc3)CC2)c(=O)c2cc(S(=O)(=O)N3CCCC3)ccc21	i	i	i	i	i	i	0	i	i	4	i
CS(=O)(=O)N(CC(=O)Nc1ccc2c(c1)OCCO2)Cc1ccccc1	i	i	i	i	i	i	3	i	i	-3	i
Cc1ccc(C(=O)Nc2ccc3c(c2)OCCO3)o1	i	i	i	i	i	i	2	i	i	2	i
CCc1cc(=O)oc2c(C)c(OCC(=O)NCCCN3CCCC3=O)ccc12	i	i	i	i	i	i	0	i	i	-6	i
COc1ccc(-n2ncc3c2CC(C)(C)CC3NC(=O)CCC2=NNC(=O)CC2)cc1 (stereo not drawn)	i	i	i	i	i	i	-16	i	i	-1	i
Cc1ccc(S(=O)(=O)Nc2ccc3oc(=O)sc3c2)c(C)c1	i	i	i	i	i	i	-2	i	i	5	i
Cc1cc(NC(=O)NCc2ccccc2)c(=O)n(Cc2ccccc2F)c1	i	i	i	i	i	i	-3	i	i	-3	i
The list continues:
SMILES	TRPC6 inh	MrgX1 PAM	ANO1 block	ANO1 activ	TRPC6 activator	RGS4 block	SKKanGAS inh	MrgX1 ag	RGS4 act	HDAC3 inh	MrgX1 antagonist
COc1ccc(C)cc1NC(=O)c1[nH]c(C)c(C(C)=O)c1C	i	i	i	i	i	i	-6	i	i	6	i
O=C(CSc1nc2ccccc2s1)N1c2ccccc2Sc2ccc(C(F)(F)F)cc21	i	i	i	i	i	i	16	i	i	8	i
CC(=O)Nc1ccc(NC(=O)COc2ccc3c(c2)CCC3)cc1	i	i	i	i	i	i	-12	i	i	1	i
CC(=O)Nc1ccc(S(=O)(=O)n2cnc3cc(C)c(C)cc32)cc1	i	i	i	i	i	i	3	i	i	-8	i
C/C(=C/CCC(C)C1CCC2(C)C3CCC4C(C)(C)C(=O)CCC4(C)C3=CCC12C)C(=O)O (stereo not drawn)	i	x	x	x	i	i	105*	x	-7.8*	x	x
Cc1cc(Cl)ccc1OCCCC(N)=O	i	i	i	i	i	i	4	i	i	14	i
O=C(NCc1cccs1)c1cc(-c2cccc(Cl)c2)on1	i	i	i	i	i	i	0	i	i	-2	i
COC(=O)CSc1nnc(-c2ccco2)n1Cc1ccco1	i	i	i	i	i	i	10	i	i	-1	i
CCOC(=O)C1(Cc2cccc(OC)c2)CCCN(S(=O)(=O)c2cccnc2)C1 (stereo not drawn)	i	i	i	i	i	i	-6	i	i	2	i
Cc1ccc(S(=O)(=O)NC2(C(F)(F)F)NC(=O)N(C)C2=O)cc1 (stereo not drawn)	i	i	i	i	i	i	2	i	i	12	i
CCCOc1cccc(C(=O)N(Cc2cccs2)C2CCS(=O)(=O)C2)c1 (stereo not drawn)	i	i	i	i	i	i	1	i	i	1	i
Cc1ccc(C(C)(C)C)c(OCCN2CCCC2)c1	i	i	i	i	i	i	3	i	i	-1	i
CCCC[C@@H]1C[C@H]1[C@@H](NC(=O)c1cccs1)c1ccc(C(F)(F)F)cc1	i	i	i	x	i	i	4	i	i	-1	i
O=C(CNc1cccc(Cl)c1)c1ccc(Cl)cc1	i	i	i	i	i	i	2	i	i	5	i
CCOC(=O)c1[nH]c2ccccc2c1NC(=O)c1ccc2c(c1)OCO2	i	i	i	i	i	i	-8	i	i	-2	i
CCC1=C(OC(=O)N(CC)CC)N2C(=O)OC(=NCC3CC3)[C@]2(C)[C@H]2C1=CC[C@H]1C(=O)N(C)C(=O)[C@H]12	i	i	i	i	i	i	-2	i	i	0	i
